# esBAF inh: blocks esBAF chromatin remodeling in mouse ES cells; Bmi1-luciferase knock-in reporter, 24 h; 100% = twice the neutral-well signal; reporter increase, % at 12.5 µM; 350,000 tested, 2% active; in the data active = activation above about 40%;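 note: 0% = median of the plate's neutral control wells and 100% = double that signal; a rise in the Bmi1 reporter signal indicates esBAF inhibition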
# LGR2 antag: blocks bursicon-induced cAMP signaling via Drosophila LGR2 | HEK293 LGR2, CRE-luciferase, bursicon-stimulated, 4 h | inhibition, % at 9.99 µM | 380,000 tested, 0.35% active;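 active = drop in luminescence signal, shown as inhibition above about 50% in the replicate tests, limit read from the data, passing the limit was not always enough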;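 note: agonist challenge used bursicon conditioned medium at about half maximal strength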
# CASP6 VEID inh: caspase-6 (human) enzyme inhibition | P55212 | purified caspase-6, Z-VEID-R110 cleavage fluorescence | inhibition, % at 12.5 µM | 350,000 tested, 0.53% active;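 active = mean inhibition across replicates at least about 35%, with every replicate also reaching that limit, limit read from the data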;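 note: 0% = median of neutral control wells and 100% = no fluorescence left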
# Target sequence (P55212 24-179 limits assumed): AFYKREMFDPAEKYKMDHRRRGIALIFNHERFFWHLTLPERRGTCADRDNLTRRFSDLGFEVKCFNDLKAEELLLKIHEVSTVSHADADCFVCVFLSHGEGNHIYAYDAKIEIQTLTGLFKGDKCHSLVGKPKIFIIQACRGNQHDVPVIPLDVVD
# Target sequence (P55212 194-293 limits assumed): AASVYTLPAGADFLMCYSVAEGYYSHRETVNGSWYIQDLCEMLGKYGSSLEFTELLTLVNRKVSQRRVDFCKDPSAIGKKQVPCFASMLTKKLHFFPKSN
# C2C12 statin: suppressors of simvastatin-induced myotoxicity in C2C12 myotubes; ATP luminescence, 48 h; scaled: DMSO 0, geranylgeraniol control 100; rescue of ATP level, % at 7.49 µM; 330,000 tested, 0.78% active; AID 602340;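 active = mean ATP rescue above about 67%, or every replicate alone reaching that limit, limit read from the data, passing the limit was not always enough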;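 note: myotubes were challenged with 10 µM simvastatin during compound exposure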
# S100A4 MyoIIA: inhibitors of human S100A4 binding to myosin IIA peptide; S100A4/TAMRA-MyoIIA peptide fluorescence polarization; inhibition, % at 10.7 µM; 360,000 tested, 0.14% active; AID 652163;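 active = mean inhibition of at least 70% across replicates, with every replicate also reaching that level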
# Target sequence (P26447 whole entry, looked up): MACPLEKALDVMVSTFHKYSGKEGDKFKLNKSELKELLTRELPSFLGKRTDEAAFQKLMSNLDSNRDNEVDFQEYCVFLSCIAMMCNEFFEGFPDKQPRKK
#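 incubation = readout 5 min after mixing, signal stable up to 60 min | system = S100A4 monomer protein | buffer or medium = HEPES pH 7.2 with CaCl2, KCl, NaCl, DTT, Triton | benchmarks = neutral control DMSO, positive control TFP | also added = fluorescent myosin IIA peptide, 5 nM | compound dosing = one concentration per compound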
# FN deposition inh: fibronectin deposition inhibition | 350,000 tested, 0.086% active | inhibition, % at 12.6 µM | AH1F fibroblasts, Alexa488-fibronectin deposition fluorescence, overnight;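 active = mean inhibition across replicates of 30% or more, regardless of how many single replicates reach that level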;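 note: positive control wells lacked labelled fibronectin entirely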
#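 Material: AH1F fibroblast monolayer depositing Alexa488-labelled fibronectin into matrix | Input: 10000 AH1F cells/well | Medium: DMEM plus 2% serum, read in PBS | Reagent: Alexa488-fibronectin, 24 nM final in well | Compound dosing: One dose per compound, pinned | Schedule: 1 h adhesion, overnight exposure | Measured by: Fluorescence at 485 nm excitation, 525 nm emission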
# SIRT5 inh: sirtuin-5 (human) deacylase inhibition | Q9NXA8 | Purified SirT5, succinyl-peptide AMC, trypsin-coupled fluorescence | inhibition, % at 15 µM | 330,000 tested, 1.1% active; in the data active = inhibition above about 15%
# Target sequence (Q9NXA8 whole entry, looked up): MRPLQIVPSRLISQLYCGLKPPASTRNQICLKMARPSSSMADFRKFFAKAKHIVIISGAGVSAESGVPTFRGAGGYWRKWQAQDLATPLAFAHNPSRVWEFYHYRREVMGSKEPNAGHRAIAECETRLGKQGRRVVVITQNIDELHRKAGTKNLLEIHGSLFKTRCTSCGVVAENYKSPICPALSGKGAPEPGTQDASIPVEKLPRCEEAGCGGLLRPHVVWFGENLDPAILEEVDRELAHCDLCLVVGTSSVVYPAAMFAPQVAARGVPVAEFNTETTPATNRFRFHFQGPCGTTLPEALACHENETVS
# Active calls of the source: *; · = not tested or not shown; & = joins results of further samples. Some of the compounds tested (hit frequency here may not be typical).
# Start of the data: the first 9 records (preview)
# Each structure is followed by: SIRT5 inh	FN deposition inh	LGR2 antag	CASP6 VEID inh	esBAF inh	S100A4 MyoIIA	C2C12 statin
1. C=CCN1C(=O)C2(C(C(=O)OCC)=C(N)Oc3ccccc32)c2c1c1ccccc1oc2=O (stereo not given)
 : ·	0.6	·	·	-1.0	·	9.6
2. CC(C)N1CCN(Cc2cccc3c2OCO3)CC1CCO (stereo not given)
 : -0.3	3.7	-4.3	-2.7	0.5	6.5	-0.8
3. CC1CN=C(NCCc2ccccc2)S1 (stereo not given)
 : -5.7	0.5	-4.3	-1.5	·	-4.7	·
4. COC(=O)C1=C(c2ccc(-c3ccccc3)c(F)c2)C[C@@H]2CC[C@H]1N2C(=O)N1CCCC1
 : ·	1.0	2.2	2.3	-27.4	-1.5	-70.9
5. O=c1c2ccccc2nc(CN2CCCCCC2)n1-c1ccc(F)cc1
 : -1.1	-5.1	0.6	-26.4	5.9	-3.3	-42.0
6. CCOC(=O)Cn1cc(C(=O)c2ccccc2)c2ccccc21
 : 3.6	-9.6	5.3	-0.7	-1.0	-12.8	1.3
7. C=CCn1c(O)c(/C(CC)=N/NC(=S)Nc2ccccc2)c(=O)[nH]c1=O
 : -6.8	-0.9	-3.6	-1.1	·	3.0	·
8. COC(=O)C1=C(c2ccc(C(C)=O)cc2)C[C@@H]2CC[C@H]1N2C(=O)N1CCOCC1
 : 2.5	5.7	-12.6	-0.4	1.5	0.8	6.0
9. C=CCN1C[C@H](C)N(C(c2ccc(C(=O)N(CC)CC)cc2)c2cccc(OC)c2)CC1C (stereo not given in full)
 : ·	·	-11.0	3.8	·	0.4	·

# Main list, from the start:
# Each structure is followed by: SIRT5 inh	FN deposition inh	LGR2 antag	CASP6 VEID inh	esBAF inh	S100A4 MyoIIA	C2C12 statin
1. C=CCN1C(=O)C2(C(C(=O)OCC)=C(N)Oc3ccccc32)c2c1c1ccccc1oc2=O (stereo not given)
 : ·	0.6	·	·	-1.0	·	9.6
2. CC(C)N1CCN(Cc2cccc3c2OCO3)CC1CCO (stereo not given)
 : -0.3	3.7	-4.3	-2.7	0.5	6.5	-0.8
3. CC1CN=C(NCCc2ccccc2)S1 (stereo not given)
 : -5.7	0.5	-4.3	-1.5	·	-4.7	·
4. COC(=O)C1=C(c2ccc(-c3ccccc3)c(F)c2)C[C@@H]2CC[C@H]1N2C(=O)N1CCCC1
 : ·	1.0	2.2	2.3	-27.4	-1.5	-70.9
5. O=c1c2ccccc2nc(CN2CCCCCC2)n1-c1ccc(F)cc1
 : -1.1	-5.1	0.6	-26.4	5.9	-3.3	-42.0
6. CCOC(=O)Cn1cc(C(=O)c2ccccc2)c2ccccc21
 : 3.6	-9.6	5.3	-0.7	-1.0	-12.8	1.3
7. C=CCn1c(O)c(/C(CC)=N/NC(=S)Nc2ccccc2)c(=O)[nH]c1=O
 : -6.8	-0.9	-3.6	-1.1	·	3.0	·
8. COC(=O)C1=C(c2ccc(C(C)=O)cc2)C[C@@H]2CC[C@H]1N2C(=O)N1CCOCC1
 : 2.5	5.7	-12.6	-0.4	1.5	0.8	6.0
9. C=CCN1C[C@H](C)N(C(c2ccc(C(=O)N(CC)CC)cc2)c2cccc(OC)c2)CC1C (stereo not given in full)
 : ·	·	-11.0	3.8	·	0.4	·
10. O=C(Cc1ccccn1)N1CCCCN2[C@H](CO)[C@H](c3ccc(Br)cc3)[C@H]2C1
 : 7.7	·	-15.8	1.9	-3.0	-10.9	13.7
11. CN(N)N=Nc1nc2c([nH]1)c(=O)n(C)c(=O)n2C
 : ·	15.1	3.4	3.7	·	13.8	·
12. O=C(Cn1nc(-c2ccccc2)ccc1=O)N1CCC2(CC1)OCCO2
 : -0.2	-6.0	8.9	4.0	0.6	-5.4	5.2
13. OC12Oc3ccccc3C=C1N1CCC2CC1 (stereo not given)
 : ·	·	7.2	·	6.5	·	4.5
14. COc1cccc(CN2CCNCC2)c1OC
 : 8.0	-1.1	9.1	-2.2	11.4	-2.7	13.2
15. COc1ccc(C(=O)C23CN4CN(CN(C4)C2)C3)cc1
 : -7.7	8.3	13.5	-3.2	-3.2	-8.1	-5.9
16. O=c1[nH]c(=O)n(CCC2=CCCCC2)c(O)c1/C=N/N1CCOCC1
 : 0.4	10.5	-3.8	0.9	·	0.2	·
17. COC(=O)C1C2c3ccccc3C(c3ccccc32)C1(C)C(=O)OC (stereo not given)
 : 1.2	12.2	-6.3	2.6	-0.8	5.3	1.8
18. Cc1ccc(N2C(=O)NC(=O)/C(=C\c3cnc(-c4ccccc4)nc3)C2=O)cc1
 : -0.1	-2.8	-2.2	3.3	·	-4.9	·
19. O=C1CN=C(c2ccc[nH]2)c2cc(Cl)ccc2N1
 : -0.5	7.9	-2.6	1.5	-2.9	-5.8	-2.9
20. CSCCC(N=Cc1c(O)n(-c2ccc(Br)cc2)c(=O)[nH]c1=O)C(=O)OC(C)(C)C (stereo not given)
 : ·	-1.7	·	·	-2.4	·	-0.4
21. C[C@H]1CC2C3CC=C4C[C@@H](O)CC[C@]4(C)C3CC[C@]2(C)[C@H]1O (stereo not given in full)
 : 0.1	13.6	-6.4	3.5	7.7	-0.5	2.2
22. c1ccc(CN2Cc3ccccc3-n3nncc3C2)nc1
 : 0.4	11.9	-11.3	-1.0	0.8	-1.2	-0.5
23. CN1CCN(c2ccc(C(N)=O)cc2N)CC1
 : ·	0.2	·	·	-4.3	·	-17.5
24. C[C@H](N)CN1CCc2ccc(Br)cc21
 : -1.1	24.0	·	-1.1	-5.0	1.5	5.6
25. CN1CCN(/N=C/c2c(O)n(Cc3ccc(F)cc3)c(=O)[nH]c2=O)CC1
 : -3.9	9.3	42.5	-4.8	·	-1.8	·
26. COc1ccc(OC)c([C@@H](O)[C@H](C)NC(C)(C)C)c1
 : -2.3	-1.5	5.9	4.6	6.6	-2.1	2.1
27. COc1ccc2c(c1)c(C(=O)O)c(C)n2CC(C)C
 : -0.9	·	-15.2	4.7	-1.3	-2.7	5.7
28. CC1=Nc2ccccc2/C1=C/c1c(O)n(C)c(=O)[nH]c1=O
 : 0.7	1.0	2.8	1.5	-2.4	-21.3	19.3
29. CC(=O)OC1N=C(c2ccccc2Cl)c2cc(Br)ccc2NC1=O (stereo not given)
 : -7.9	-0.7	7.8	1.5	·	8.7	·
30. C#C[C@]1(O)CC[C@H]2[C@@H]3[C@H](O)C[C@H]4C[C@@H](O)CC[C@]4(C)[C@H]3CC[C@@]21C
 : ·	-18.4	5.3	1.2	-0.8	-0.6	17.4
31. O=c1cccc2n1CC1CC2CN(Cc2ccc3c(c2)OCO3)C1 (stereo not given)
 : ·	-13.4	·	·	-8.4	·	20.5
32. CCCCn1c(O)c(/C(C)=N/NC(=O)Nc2ccccc2)c(=O)[nH]c1=O
 : 1.3	-8.0	40.0	1.1	·	-0.8	·
33. O=C1NCN(c2ccccc2)C12CCN(C(c1cc3ccccc3o1)c1nnnn1C1CCCC1)CC2 (stereo not given)
 : -2.2	-6.3	-19.5	-0.9	13.5	-1.2	2.3
34. O=C(N/N=C/c1c(O)n(Cc2ccc(F)cc2)c(=O)[nH]c1=O)c1ccccc1
 : -1.2	13.3	-2.3	-0.7	·	3.7	·
35. COc1ccc(C2C=C(C)Oc3c2c(=O)oc2ccccc32)cc1OC (stereo not given)
 : -1.7	·	-4.0	2.3	·	3.1	·
36. O=C(NC[C@H]1CC[C@@H]2NC[C@@H]2O1)C1CCCC1
 : 6.1	·	·	2.2	·	-7.6	·
37. COc1ccccc1-n1c(O)c(C=NCc2ccc3c(c2)OCO3)c(=O)[nH]c1=O
 : ·	2.5	·	·	-4.8	·	0.6
38. O=C1CC(N2CC=C(c3ccccc3)CC2)C(=O)N1c1ccc(F)cc1 (stereo not given)
 : ·	5.0	25.9	0.2	-0.4	-1.7	6.2
39. COc1cc([C@H]2OC[C@H]3[C@@H]2CO[C@@H]3c2cc(OC)c(O[C@@H]3O[C@H](CO)[C@@H](O)[C@H](O)[C@H]3O)c(OC)c2)cc(OC)c1O[C@H]1O[C@@H](CO)[C@H](O)[C@@H](O)[C@@H]1O
 : ·	-22.7	-10.5	5.6	-10.4	3.5	1.0
40. COC(=O)[C@H]1[C@H](CO)[C@H]2Cn3c(ccc(-c4cccc(F)c4)c3=O)[C@@H]1N2Cc1ccccc1
 : -0.2	·	-6.5	3.6	4.5	2.5	37.6
41. CN(C)C(=O)Oc1noc2cc(Cl)ccc12
 : -2.5	9.1	1.1	-0.7	·	-9.2	·
42. Cc1cc(/C=C2/C(=O)NC(=O)N(c3ccc(Br)cc3)C2=O)c(C)n1C
 : -3.1	1.5	-1.0	8.4	-5.4	-5.5	-2.3
43. C#C[C@]1(O)CCC2C3CC=C4C[C@H](O)CC[C@]4(C)C3CC[C@@]21C (stereo not given in full)
 : 1.1	-10.2	-13.7	0.9	-4.1	-5.5	7.0
44. COc1cccc(OCC(=O)N2CCN(C)CC2)c1
 : ·	-6.1	·	·	3.0	·	7.1
45. COC(=O)C1=C(c2ccc3ccccc3c2)C[C@@H]2CC[C@H]1N2C(=O)NCCCOC(C)C
 : -3.6	8.1	6.4	0.1	-0.7	-0.6	-0.5
46. COC(=O)C1=C(c2ccc(OCc3ccccc3)cc2)C[C@@H]2CC[C@H]1N2C(=O)NCCN1CCOCC1
 : ·	-10.1	-7.1	0.7	-0.1	-4.9	7.9
47. Fc1c(F)c(F)c(N2CCNCC2)c(F)c1F
 : 2.6	-1.1	-8.0	10.5	-9.6	0.3	-1.7
48. O=C(Cc1ccncc1)N1CCCCN2[C@H](C1)[C@@H](c1ccc(C#Cc3ccccc3F)cc1)[C@@H]2CO
 : 13.4	8.7	9.0	2.7	-7.6	1.4	-55.3
49. CN1C(=O)C(=Cc2ccc(N3CCOCC3)o2)C(=O)N(C)C1=S
 : 0.8	1.2	-2.1	2.5	·	-21.2	·
50. COC(=O)[C@H]1[C@H](CO)[C@H]2Cn3c(ccc(-c4ccc(OC)cc4)c3=O)[C@@H]1N2C(=O)c1ccccc1F
 : -57.3	·	-3.8	0.2	-0.4	-24.0	-7.3
51. C=C1C2[C@H](OC(C)=O)[C@@H]3CC(=O)[C@]4(C)OC[C@@]3(C)[C@@]4(O)[C@@H](OC(C)=O)[C@H](OC(C)=O)[C@@]2(COC(=O)c2ccccc2)[C@@H](OC(C)=O)C[C@@H]1O (stereo not given in full)
 : ·	·	-2.1	-0.7	-3.9	-6.1	-17.8
52. O=C(COc1ccccc1)N1CCN(C2CC3CCC2C3)CC1 (stereo not given)
 : ·	10.9	·	·	1.4	·	10.9
53. Cc1ccc(OC(=O)N(C)C[C@@H]2OCc3cnnn3CCCC(=O)N([C@@H](C)CO)C[C@H]2C)cc1
 : -1.2&-3.8&-3.9	2.5	-5.1&-1.1	-4.1&-2.8&0.7	-2.5&0.1&1.6	8.3&19.5&5.1	7.4&6.3&-1.6
54. O=C1NC(=O)N(c2ccc3c(c2)OCO3)C(=O)/C1=C\c1ccsc1
 : -2.9	18.1	0.4	9.3	·	-16.4	·
55. O=C(COc1ccc(Cl)cc1Cl)N1CCN(C/C=C/c2ccccc2)CC1
 : ·	-4.9	1.3	·	-1.8	·	6.6
56. O=P(C(c1c[nH]c2ccccc12)N1CCOCC1)(N1CCOCC1)N1CCOCC1 (stereo not given)
 : ·	2.2	·	·	3.5	·	3.4
57. COc1ccc2[nH]cc(C(=O)CN(C)C)c2c1
 : 12.2	·	·	-1.5	-1.9	-0.7	1.5
58. O=C(O)COc1ccccc1
 : ·	·	9.2	-0.2	6.6	-36.0	6.0
59. CCOC(=O)CNC(=O)N1Cc2ccc(Br)cc2-n2nncc2C1
 : -0.2	5.9	4.0	1.6	-4.0	-0.8	2.2
60. CNc1cc(Cl)c2nonc2c1[N+](=O)[O-]
 : 3.4	48.6*	104.2*	10.6	·	-0.9	·
61. Cc1ccc(C2=NCC(=O)Nc3ccc(Br)cc32)cc1
 : -2.1	-1.8	-9.8	2.2	0.8	0.2	17.9

# Bioassay records deposited in PubChem BioAssay by Broad Institute.
